# Bioassay records as filed in PubChem BioAssay.
# GPR151 ag: activators of human GPR151, primary screen, cell-based, PathHunter beta-arrestin, luminescence | G-protein coupled receptor 151 (Homo sapiens), Q8TDV0 | PathHunter beta-arrestin GPR151 cells | activation, % at 11.2 µM | 650,000 tested, 1% active; in the data active = activation above about 4.9%;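 note: 0% = median of compound wells and 100% = cells with positive control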
# Target sequence (Q8TDV0 whole entry, looked up): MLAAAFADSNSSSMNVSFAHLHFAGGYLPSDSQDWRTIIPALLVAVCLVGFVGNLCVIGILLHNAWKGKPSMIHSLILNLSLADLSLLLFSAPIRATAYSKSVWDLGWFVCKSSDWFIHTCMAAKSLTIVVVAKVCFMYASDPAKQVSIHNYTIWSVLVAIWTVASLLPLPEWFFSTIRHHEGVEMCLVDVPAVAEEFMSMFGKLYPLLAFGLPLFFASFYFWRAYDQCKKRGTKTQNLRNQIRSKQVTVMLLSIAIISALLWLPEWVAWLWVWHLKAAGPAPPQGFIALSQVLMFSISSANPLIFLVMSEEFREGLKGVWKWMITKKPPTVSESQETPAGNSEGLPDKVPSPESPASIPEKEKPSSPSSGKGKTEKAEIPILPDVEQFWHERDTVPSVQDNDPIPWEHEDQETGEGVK
# MITF inh: MITF inhibitors, primary screen, biochemical, AlphaScreen, human; Microphthalmia-associated transcription factor (Homo sapiens), O75030; AlphaScreen MITF homodimerization, bead proximity signal; inhibition, % at 2.6 µM; 650,000 tested, 0.91% active; AID 1259374, 2018; in the data active = inhibition above about 50%;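 note: 0% = vehicle wells with protein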
# Target sequence (O75030 whole entry, looked up): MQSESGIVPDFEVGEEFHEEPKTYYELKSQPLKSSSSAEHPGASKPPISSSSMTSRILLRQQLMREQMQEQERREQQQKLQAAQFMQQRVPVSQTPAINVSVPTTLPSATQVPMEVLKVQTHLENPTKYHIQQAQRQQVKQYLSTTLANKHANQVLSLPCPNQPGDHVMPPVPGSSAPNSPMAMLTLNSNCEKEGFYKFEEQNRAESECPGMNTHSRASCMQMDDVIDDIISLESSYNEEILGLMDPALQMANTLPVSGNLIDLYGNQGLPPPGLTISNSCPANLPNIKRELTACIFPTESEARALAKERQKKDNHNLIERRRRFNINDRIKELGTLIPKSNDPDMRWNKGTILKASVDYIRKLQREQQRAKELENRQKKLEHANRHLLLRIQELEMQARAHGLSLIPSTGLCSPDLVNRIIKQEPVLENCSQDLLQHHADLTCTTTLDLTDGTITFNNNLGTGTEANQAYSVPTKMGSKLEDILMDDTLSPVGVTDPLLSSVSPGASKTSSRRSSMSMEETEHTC
# TEAD-YAP inh: TEAD-YAP interaction inhibition, primary screen, TEAD-YAP interaction inhibitor project, luminescence, HEK-TIYL cells; TEAD-Gal4/YAP UAS-luciferase luminescence; inhibition, % at 9.12 µM; 640,000 tested, 1.4% active; AID 1259422, 2018; in the data active = inhibition above about 32%;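 note: 0% = median of test compound wells and 100% = reference inhibitor wells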
# FBW7 act: FBW7 E3 ligase activators, primary screen, biochemical, AlphaScreen, human | AlphaScreen FBW7–phospho-cyclin E peptide binding, activator screen | normalized activity (activation), % at 26.1 µM | 650,000 tested, 0.13% active | AID 1259310, 2017; in the data active = normalized activity above about 1.9%;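 note: purified mutant Fbw7 with reduced substrate affinity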
# Active calls of the source: *; & = joins results of further samples.
SMILES,GPR151 ag,MITF inh,TEAD-YAP inh,FBW7 act
CC1CCc2cc(F)ccc2N1S(=O)(=O)c1ccc([N+](=O)[O-])cc1 (centres undefined),-1.9,13,-3,-0.1
CC1(C)CC2CC(C)(CN2C(=O)c2ccc(S(=O)(=O)N3CCCCC3)cc2)C1 (centres undefined),0.0,-10,8,0.2
Cc1ccc(Cl)cc1NC(=O)c1ccc(N2CC3CC(C2)c2cccc(=O)n2C3)c(NC(=O)CCN2CCOCC2)c1 (centres undefined),0.8,8,-1,-0.1
CC(C)c1cc(=O)[nH]c(-n2nc(-c3ccco3)cc2NC(=O)Cc2ccc(F)cc2)n1,0.3,-11,-8,0.2
N#C/C(=C(/O)CCl)c1nc2c(s1)CCc1ccccc1-2,2.5,0,-9,-0.1
O=C(O)CNC(=O)COc1cccc2ccccc12,0.7,-8,2,0.0
O=C(c1ccccc1C(=O)N1CCCCC1)N1CCCCC1,-0.2,3,-9,-0.2
COc1ccc(N2C3=C(C(=O)CC(C)(C)C3)C(c3ccc(F)cc3)C3=C2CC(C)(C)CC3=O)c(OC)c1,-2.5,-1,-11,0.6
O=C(O)CCS(=O)(=O)Cc1cccc(Cl)c1,0.8,-8,-1,-0.1
Cc1ccc(C(=O)c2oc3ccccc3c2NC(=O)CN2CCN(C)CC2)cc1,0.0,-1,-6,-0.5
COc1ccc(-c2noc(CCC(=O)N3CCN(C4CCCCC4)CC3)n2)cc1,-1.4,8,-6,0.7
O=c1c2ccccc2n2c(=S)[nH]nc2n1-c1ccccc1,-0.7,6,-1,0.0
O=C(Nc1ccc(N2CCOCC2)cc1)c1cnc(N2CCC(N3CCOCC3)CC2)s1,2.1,12,-1,0.4
Cc1csc(SCC(=O)NCC2Cc3cc(-c4nc(C)cnc4C)ccc3O2)n1 (centres undefined),-0.5,9,10,-0.2
CCOCCCNCc1cccc(OCc2ccc(F)cc2)c1,0.1,11,-2,0.0
CCCc1[nH]n(-c2ccc(F)cc2)c(=O)c1C=NCc1cccs1,-0.1,16,-3,0.4
CC(C)(C)CC(=O)Nc1ccc2c(c1)C(=O)NCCO2,-1.3,-5,-8,0.0
O=C(Nc1nccs1)c1sc2ccccc2c1Cl,-2.6,15,15,0.0
CCc1ccc2oc(-c3ccc(NC(=O)COc4ccc(C)c(C)c4)cc3)nc2c1,0.2,-5,3,-0.1
O=C1NC(=O)C(CCCc2ccccc2)(C2CCN(C(=O)CCOc3ccccc3)CC2)N1 (centres undefined),-0.7,-5,-6,-0.1
CC1(C)OC(=O)C(=CNNC(=O)c2ccccc2O)C(=O)O1,-5.2,49,-15,-1.3
CSCCC(NC(=O)c1ccccc1)C(=O)NCc1ccc(C(C)(C)C)cc1 (centres undefined),1.5,10,21,0.1
Cc1cccc(OCC(=O)Nc2cccc(NC(=O)c3ccccc3)c2)c1,0.8,-3,-12,0.1
O=S(=O)(Nc1ccc(O)c(-c2c(O)ccc3ccccc23)c1)c1ccc(Cl)cc1,2.1,-6,-15,0.1
Cc1ccc(-c2c3c(nc4sc(C(=O)Nc5cccc(Cl)c5)c(N)c24)CCCC3)o1,0.5,-5,-4,-0.1
CCOc1ccccc1NC(=O)C1CC(=O)N(c2ccccc2OC)C1 (centres undefined),-1.0,6,-2,0.1
Cc1cnc(-n2nnc(C(=O)NC3CC3)c2C)s1,0.5,11,-46,-0.1
CCN(c1ccccc1)S(=O)(=O)c1ccc(C(=O)Nc2sc(C)c(C)c2C#N)cc1,-1.6,5,5,0.1
COc1ccc(C2NC(C(=O)O)Cc3[nH]cnc32)cc1CSc1nc2ccccc2[nH]1 (centres undefined),0.5,4,-4,0.0
CC(C)CCNC(=O)C(=O)NC1CCCC1,0.0,7,-56,0.6
CC(=O)Nc1cnn(-c2ccc(C(=O)N(C)Cc3ccc4nccnc4c3)cc2)c1,0.4,15,12,0.8
CN1CCCc2cc(/C=N/n3c(C(F)(F)F)n[nH]c3=S)ccc21,0.2,16,20,-0.2
COc1ccc(NC(=O)Nc2ccc(I)cc2)cc1,-0.4,6,-14,0.1
C#C[C@]1(O)CCC2C3CCC4=CCCCC4C3CC[C@@]21C (some centres undefined),1.9&0.3,16&6,-8,0.0&0.1
Cc1cccc(Nc2nc(-c3cccc(C)c3)nc3ccccc23)c1,-0.3,1,9,0.2
Cc1ccc(-c2nc(CSCC(=O)NCCC(C)C)c(C)o2)cc1,0.3,-4,5,-0.4
O=C(CSc1nc2c(c(=O)[nH]1)CCCC2)N1CCOCC1,-0.1,-5,4,-0.3
O=C(NCCc1ccccc1)c1ccc(N2CC3CC(C2)c2cccc(=O)n2C3)c(NS(=O)(=O)c2ccc(F)cc2)c1 (centres undefined),-0.5,-4,-7,-0.3
FC(F)(F)c1cc(Nc2nccc(-c3cncc(N4CCOCC4)c3)n2)ccc1Cl,-0.5,-1,-12,0.1
Cc1ccc(NC(=O)CSc2n[nH]c(N)n2)cc1F,-1.1,-6,-8,0.1
CC(C)OC(=O)CC(=O)CSc1nc2c(cc1C#N)CCCCC2,-1.3,3,-52,0.0
c1ccc(OCc2nc(-c3ccccc3)no2)cc1,0.5,-9,-44,0.2
COc1ccc(-c2cncc(C(=O)NCCN(C(C)C)C(C)C)c2)cc1,-1.1,7,-5,-0.1
Cc1ccc(N2C3=C(C(=O)CC(C)(C)C3)C(c3cccc(Cl)c3)C3=C2CC(C)(C)CC3=O)cc1C,1.4,9,2,0.2
CCC(=O)Nc1scc(-c2ccc(Cl)cc2)c1C(=O)OC,-1.1,1,-9,0.2
O=C(Nc1ccc2nc3n(c(=O)c2c1)CCCCC3)C(=O)N1CCN(c2ccccn2)CC1,0.0,-1,-7,-0.2
COc1ccc(C(=O)Nc2nc3ccc4nc(SC)sc4c3s2)cc1OC,-0.1,-12,-2,-0.2
COC(=O)c1cc(NC(=O)c2ccc(Br)o2)cc(C(=O)OC)c1,-0.6,-4,16,0.1
CC1=C(C(=O)Nc2ccc(Cl)cc2)C(c2ccccc2)NC(=O)N1 (centres undefined),-1.1,-14,17,-0.2
Cc1ccccc1-n1ccnc1SCC(=O)NCc1ccco1,-1.8,-16,-10,0.0
COc1cc(Nc2nc(-c3csc4ccccc34)nc3c2ncn3Cc2ccc(C(F)(F)F)cc2)cc(OC)c1OC,1.2,-4,-9,0.1
CSc1cccc(NC(=S)N(CCN2CCOCC2)C2CCN(C(C)=O)CC2)c1,-0.6,3,-3,-0.1
O=C(NC(=S)Nc1ccc([N+](=O)[O-])cc1)c1ccco1,-1.3,2,2,0.0
O=C(CSc1nnnn1-c1ccccc1)Nc1ccc(O)c(C(=O)O)c1,0.0,10,-1,0.2
Cc1ccc(NC(=O)C2C3C=CC4(O3)C2C(=O)N(Cc2ccc(F)cc2)C4C(=O)NC2CCCCC2)cc1C (centres undefined),0.1,2,2,0.0
Cc1cccc(CN2CCN(C/C=C/c3ccc(F)cc3)CC2CCO)n1 (centres undefined),0.5,-9,8,0.0
O=C(Nc1nnc(-c2ccco2)o1)c1ccccc1F,-1.1,16,-7,-0.1
COc1cccc(N=c2sc(C(C)=O)c(C)n2CCCN2CCOCC2)c1,-0.6,15,6,0.1
COc1ccc(/C=N/NC(=O)CNc2n[nH]c(=O)[nH]c2=O)cc1,-0.5,17,3,0.1
CC(=O)NC(Nc1cccc(C(F)(F)F)c1)C(Cl)(Cl)Cl (centres undefined),-1.0,0,14,0.2

# The listing continues.
SMILES,GPR151 ag,MITF inh,TEAD-YAP inh,FBW7 act
O=C(COC(=O)c1ccc([N+](=O)[O-])o1)Nc1cccc(I)c1,-1.2,11,7,0.1
COCCN(C1CCN(CCc2ccc(Cl)cc2)CC1)S(=O)(=O)c1cccs1,-0.5,63*,9,0.1
COc1ccc(-c2nc(-c3ccc4c(c3)OCO4)cs2)cc1,0.4,-2,-38,-0.2
COc1ccc(C2C(C(=O)OCc3ccccc3)=C(C)NC3=C2C(=O)CCC3)c(OC)c1OC (centres undefined),-1.4,7,6,0.1
N#Cc1ccccc1S(=O)(=O)Nc1ccc(Br)cc1F,2.3,-6,-7,-0.1
Cc1cc(C(=O)CN2CC(C)OC(C)C2)c(C)n1-c1ccccc1 (centres undefined),-0.9,-8,-27,-0.3
O=C(/C=C/c1ccco1)N1CCCc2ccccc21,-0.5,-8,0,0.1
COc1cc(CN2CCN(CCc3ccccc3)C(CCO)C2)cc2c1OCO2 (centres undefined),0.5,19,-10,0.5
O=C(CNc1cccc2ccccc12)N/N=C/c1cc([N+](=O)[O-])cc(Br)c1O,3.0,23,-4,-0.1
O=C(NCc1cccnc1)c1cccc(S(=O)(=O)N2CCOCC2)c1,0.8,8,5,0.1
CCOC(=O)c1sc(NC(=O)c2sc3nc(C)[nH]c(=O)c3c2C)nc1C,-1.2,-19,-10,0.1
CC(=O)Nc1ccc(S(=O)(=O)NCCC(=O)O)cc1,0.8,0,8,-0.1
O=C(Nc1ccccc1C(=O)N/N=C/c1ccccc1)c1ccc(F)cc1,4.6,-3,-8,0.1
Cc1cc(C(=O)COc2ccc(-c3nnco3)cc2)c(C)n1-c1ccc(F)cc1,0.9,11,-8,-0.2
CCOc1ccccc1NC(=O)C1=C(C)NC(=O)NC1c1ccc(Br)cc1 (centres undefined),1.1,1,0,0.2
COc1ccc(-c2nc3n(n2)C(c2cc(OC)c(OC)c(OC)c2)C2=C(CCCC2=O)N3)cc1OC (centres undefined),0.6,2,-8,-0.1
Cc1noc(C)c1-c1nc(NCCc2ccc(O)cc2)c2ncn(C(C)C)c2n1,1.4,3,-5,0.2
CC[n+]1c(SCC(=O)O)sc2ccccc21,0.3,1,-7,-0.1
COC(=O)COc1ccc2oc(=O)c(-c3ccc(OC)c(OC)c3)c(C)c2c1,-0.6,-8,1,0.0

# By substructure, the compounds so far containing four or more nitrogen atoms.
SMILES,GPR151 ag,MITF inh,TEAD-YAP inh,FBW7 act
Cc1ccc(Cl)cc1NC(=O)c1ccc(N2CC3CC(C2)c2cccc(=O)n2C3)c(NC(=O)CCN2CCOCC2)c1 (centres undefined),0.8,8,-1,-0.1
CC(C)c1cc(=O)[nH]c(-n2nc(-c3ccco3)cc2NC(=O)Cc2ccc(F)cc2)n1,0.3,-11,-8,0.2
COc1ccc(-c2noc(CCC(=O)N3CCN(C4CCCCC4)CC3)n2)cc1,-1.4,8,-6,0.7
O=c1c2ccccc2n2c(=S)[nH]nc2n1-c1ccccc1,-0.7,6,-1,0.0
O=C(Nc1ccc(N2CCOCC2)cc1)c1cnc(N2CCC(N3CCOCC3)CC2)s1,2.1,12,-1,0.4
Cc1csc(SCC(=O)NCC2Cc3cc(-c4nc(C)cnc4C)ccc3O2)n1 (centres undefined),-0.5,9,10,-0.2
Cc1cnc(-n2nnc(C(=O)NC3CC3)c2C)s1,0.5,11,-46,-0.1
COc1ccc(C2NC(C(=O)O)Cc3[nH]cnc32)cc1CSc1nc2ccccc2[nH]1 (centres undefined),0.5,4,-4,0.0
CC(=O)Nc1cnn(-c2ccc(C(=O)N(C)Cc3ccc4nccnc4c3)cc2)c1,0.4,15,12,0.8
CN1CCCc2cc(/C=N/n3c(C(F)(F)F)n[nH]c3=S)ccc21,0.2,16,20,-0.2
O=C(NCCc1ccccc1)c1ccc(N2CC3CC(C2)c2cccc(=O)n2C3)c(NS(=O)(=O)c2ccc(F)cc2)c1 (centres undefined),-0.5,-4,-7,-0.3
FC(F)(F)c1cc(Nc2nccc(-c3cncc(N4CCOCC4)c3)n2)ccc1Cl,-0.5,-1,-12,0.1
Cc1ccc(NC(=O)CSc2n[nH]c(N)n2)cc1F,-1.1,-6,-8,0.1
O=C(Nc1ccc2nc3n(c(=O)c2c1)CCCCC3)C(=O)N1CCN(c2ccccn2)CC1,0.0,-1,-7,-0.2
COc1cc(Nc2nc(-c3csc4ccccc34)nc3c2ncn3Cc2ccc(C(F)(F)F)cc2)cc(OC)c1OC,1.2,-4,-9,0.1
CSc1cccc(NC(=S)N(CCN2CCOCC2)C2CCN(C(C)=O)CC2)c1,-0.6,3,-3,-0.1
O=C(CSc1nnnn1-c1ccccc1)Nc1ccc(O)c(C(=O)O)c1,0.0,10,-1,0.2
COc1ccc(/C=N/NC(=O)CNc2n[nH]c(=O)[nH]c2=O)cc1,-0.5,17,3,0.1
O=C(CNc1cccc2ccccc12)N/N=C/c1cc([N+](=O)[O-])cc(Br)c1O,3.0,23,-4,-0.1
CCOC(=O)c1sc(NC(=O)c2sc3nc(C)[nH]c(=O)c3c2C)nc1C,-1.2,-19,-10,0.1
COc1ccc(-c2nc3n(n2)C(c2cc(OC)c(OC)c(OC)c2)C2=C(CCCC2=O)N3)cc1OC (centres undefined),0.6,2,-8,-0.1
Cc1noc(C)c1-c1nc(NCCc2ccc(O)cc2)c2ncn(C(C)C)c2n1,1.4,3,-5,0.2
